High-throughput results as filed in PubChem.
TIM10 inh: growth inhibitors of isogenic TIM10 control yeast, primary screen, counter-screen for tim10-1 yeast inhibitor project, luminescence, uHTS | inhibition, % at 10 µM | S. cerevisiae TIM10 strain growth, BacTiter-Glo luminescence, 24 h | AID 463195, 2010 | 330,000 compounds, 1.4% hits;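 active = inhibition of 40% or more at the single tested concentration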;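 note: wild-type TIM10 isogenic control strain grown at permissive 25 °C; 0% = DMSO yeast wells and 100% = minimal medium wells without yeast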
XBP1 UPR activ: activators of adaptive XBP1 UPR arm, primary screen, cell-based, CHO-XBP1 luciferase reporter, luminescence, uHTS; IRE1-XBP1 UPR activation; percent of tunicamycin response, DMSO as zero; activation, % at 20 µM; 330,000 compounds, 0.33% hits; AID 463104, 2010;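 active = versus positive control, 20 µM dose yields 30% or more activation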;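 note: 100% = tunicamycin at 10 µg/mL and 0% = DMSO only wells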
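Signal: luciferase luminescence; Assay system: CHO-XBP1 luciferase reporter cells; Amount: one thousand reporter cells per well; Dosing: 20 µM single concentration, DMSO 1%; Benchmarks: high control tunicamycin 10 µg/mL final, low control DMSO vehicle only; Schedule: 6 h compound exposure at 37 °C, 5% CO2; Evaluation: percent activation relative to tunicamycin reference.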
tim23-1 inh: growth inhibitors of tim23-1 mutant yeast, primary screen, luminescence, uHTS; S. cerevisiae tim23-1 growth, BacTiter-Glo luminescence, 24 h; inhibition, % at 20 µM; 330,000 compounds, 1.3% hits; AID 463212, 2010;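 active = growth inhibition of the mutant yeast at or above 50%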;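 note: temperature-sensitive mutant grown at 25 °C; plate controls were DMSO-treated mutant yeast for no effect and medium wells lacking yeast for full effect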
Mdm2-MdmX inh: inhibitors of human Mdm2-MdmX association, primary screen, cell-based, luminescence, split luciferase, SaOS-2, uHTS; Protein Mdm4 (Homo sapiens) + E3 ubiquitin-protein ligase Mdm2 (Homo sapiens), …; SaOS-2 split-luciferase Mdm2/MdmX complementation; inhibition, % at 8 µM; 330,000 compounds, 3% hits; AID 485346, 2010;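 active = inhibition of at least 50% at 8 µM in the primary screen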
APJ ag: agonists of human apelin receptor APJ, primary screen, CHO-K1 cells, PathHunter beta-arrestin, luminescence; P35414; 0% DMSO wells, 100% apelin; activation, % at 20 µM; 330,000 compounds, 0.11% hits; AID 2520, 2010;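 active = activation more than six SD over the plate average, tested at 20 µM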;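 note: 0% = DMSO alone and 100% = apelin-13 at 10 nM; some results filed as inactive read as strong as hits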
Target sequence (P35414 whole entry, looked up): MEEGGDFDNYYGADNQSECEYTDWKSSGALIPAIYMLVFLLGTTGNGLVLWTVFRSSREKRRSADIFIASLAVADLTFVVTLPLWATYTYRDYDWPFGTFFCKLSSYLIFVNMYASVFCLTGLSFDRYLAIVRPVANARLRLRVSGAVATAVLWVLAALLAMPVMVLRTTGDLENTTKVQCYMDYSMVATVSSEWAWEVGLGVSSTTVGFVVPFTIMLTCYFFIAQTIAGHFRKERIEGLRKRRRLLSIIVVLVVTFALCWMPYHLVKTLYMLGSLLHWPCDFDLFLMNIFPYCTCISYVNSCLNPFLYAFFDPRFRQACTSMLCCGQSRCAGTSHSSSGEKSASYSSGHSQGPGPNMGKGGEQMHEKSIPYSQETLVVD
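Test system: CHO-K1 APJ beta-arrestin complementation cell line. Amount: cell density 1000 per well. Controls: DMSO negative, 10 nM Apelin-13 positive. Signal: luminescent beta-gal fragment complementation, chemiluminescent substrate. Read-out basis: agonist-driven arrestin binding to APJ. Timing: compound stimulation 90 min at 25 °C, detection 60 min.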
CHOP UPR activ: activators of apoptotic CHOP UPR arm, primary screen, cell-based, CHO-CHOP luciferase reporter, luminescence, uHTS; 330,000 compounds, 0.34% hits; UPR activation; percent of tunicamycin response over DMSO baseline; activation, % at 10 µM; AID 449763, 2010;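 active = at 10 µM dose, activation of 40% or more, normalized to positive control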;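 note: 100% = tunicamycin at 10 µg/mL and 0% = DMSO alone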
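Material: CHO-CHOP cells, stable luciferase reporter of PERK-eIF2a-CHOP signalling; quantity: 500 reporter cells seeded per well; buffer or medium: F12 medium containing 10% fetal bovine serum; compound: one dose, 10 µM in 0.5% DMSO; incubation: 6 h compound treatment, 37 °C; measured by: Steady-Glo luciferase luminescence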
tim10-1 inh: growth inhibitors of tim10-1 mutant yeast, primary screen, luminescence, uHTS; S. cerevisiae tim10-1 ts strain growth, BacTiter-Glo, 24 h; inhibition, % at 20 µM; 330,000 compounds, 2.2% hits; AID 463190, 2010;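 active = inhibition of at least 40%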;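 note: mutant grown at 25 °C; 0% = DMSO wells with yeast and 100% = wells holding no yeast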
APJ antag: antagonists of human apelin receptor APJ, primary screen, CHO-K1 cells, beta-arrestin complementation, luminescence. P35414. inhibition, % at 20 µM. 330,000 compounds, 0.32% hits. AID 2521, 2010;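 active = inhibition above about 40% at 20 µM, limit read from the data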;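 note: cells challenged with 10 nM apelin-13 agonist together with compound; plate controls were apelin-13 plus DMSO wells for no effect and DMSO wells lacking apelin-13 for full effect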
CXCR6 block: CXCR6 receptor inhibitors, primary screen, cell-based, beta-arrestin, luminescence, CHO-K1 PathHunter, 1536-well. C-X-C chemokine receptor type 6 (Homo sapiens), O00574. inhibition, % at 20 µM. 360,000 compounds, 0.36% hits. AID 602244, 2012; in the data active = inhibition above about 34%, passing the limit was not always enough;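 note: antagonist mode with CXCL16 agonist at 10 nM final; 0% = 10 nM CXCL16 with DMSO and 100% = unstimulated wells without agonist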
Target sequence (O00574 whole entry, looked up): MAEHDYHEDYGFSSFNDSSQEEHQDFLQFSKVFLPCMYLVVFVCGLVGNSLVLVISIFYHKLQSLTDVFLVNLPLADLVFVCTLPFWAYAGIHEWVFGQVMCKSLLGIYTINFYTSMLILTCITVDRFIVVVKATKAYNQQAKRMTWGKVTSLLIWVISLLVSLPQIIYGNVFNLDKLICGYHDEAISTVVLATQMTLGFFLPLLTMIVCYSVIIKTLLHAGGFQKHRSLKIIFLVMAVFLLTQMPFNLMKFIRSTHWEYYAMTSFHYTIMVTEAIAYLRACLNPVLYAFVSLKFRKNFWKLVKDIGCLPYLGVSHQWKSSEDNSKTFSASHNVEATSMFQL
* marks the source's active call; other numbers are inactive results; · = no result given.

SMILES	TIM10 inh	XBP1 UPR activ	tim23-1 inh	Mdm2-MdmX inh	APJ ag	CHOP UPR activ	tim10-1 inh	APJ antag	CXCR6 block
COc1ccccc1CN1CCCC(N2CCN(c3ccccc3OC)CC2)C1 (stereo not drawn)	-7	-5	-13	-6	-1	-0.6	-8	14	6
COc1ccc(C(=O)[C@@H]2CC[C@](C)(C(=O)O)C2(C)C)cc1	16	2	16	-32	6	1.0	19	7	-4
CCN(CC(=O)NCc1ccc(Cl)cc1)C(=O)c1cnc(Cl)c(Cl)c1	-20	-3	8	-10	-1	1.6	-2	-11	3
Cc1cc2[nH]c(=O)c(=O)[nH]c2cc1S(=O)(=O)NC1CCCCC1C (stereo not drawn)	1	-3	5	6	-2	-1.0	15	-2	-9
COc1ccc2[nH]c3c(N4CCC(O)(c5cccc(C(F)(F)F)c5)CC4)ncnc3c2c1	9	9	3	75*	8	6.0	42*	1	5
O=C(NCCc1cccc(C(F)(F)F)c1)C1CCC(=O)N(CCc2cccc(F)c2)C1 (stereo not drawn)	9	1	3	35	1	4.6	6	16	-4
CCOc1ccc2nc(SCC(=O)c3ccccc3)sc2c1	6	5	5	-46	2	1.8	1	-9	-2
O=c1n(-c2ccccc2)c(=O)n2n1CC(O)C2	2	-1	-1	11	1	-0.6	1	-16	-7
Cc1ccc(C(C)C)cc1S(=O)(=O)NCc1ccccn1	-1	0	26	0	0	2.1	14	11	2
CCOc1ccc(CN2CCNC(=O)C2CC(=O)NCc2csc(C(C)C)n2)cc1 (stereo not drawn)	22	-2	25	-12	-1	0.6	20	14	4
CNC(=O)CN1C(=O)NC2(CCc3ccccc3C2)C1=O (stereo not drawn)	11	-2	32	21	-1	1.2	-2	2	2
CCCCCCOc1ccc(N2C(=O)CC(NCCc3ccc(S(N)(=O)=O)cc3)C2=O)cc1 (stereo not drawn)	18	1	1	17	-2	-0.9	14	-6	-6
N/C(=N\OC(=O)Cc1ccccc1)c1ccncc1	14	-2	-11	21	-1	1.8	9	-5	-6
COc1ccc(CC(=O)N/N=C/c2ccc(Cl)s2)cc1OC	26	3	29	-28	-1	-0.5	50*	-3	-17
Nc1nc2n(n1)C(c1ccco1)CC(c1ccccc1)N2 (stereo not drawn)	-5	0	2	-17	-5	1.9	11	4	3
COc1ccc(-c2ccc(C3C(C#N)=C(N)Oc4n[nH]c(C)c43)o2)cc1 (stereo not drawn)	8	10	26	-22	-2	6.2	23	9	6
O=C(CS(=O)(=O)Cc1ccccc1)Nc1nc2c(s1)CCCC2	-20	0	16	19	4	0.6	-2	3	1
COc1ccc(C(=O)N/N=C\c2coc3ccc(Cl)cc3c2=O)cc1	33	-5	84*	37	-4	-1.3	44*	-9	-9
CCCC(=O)Nc1ccc2nn(-c3ccc(OC)cc3)nc2c1	11	8	14	-128	4	6.3	11	7	6
COc1ccc(N(CC(=O)Nc2cc(Cl)ccc2OC)C2=NC3CS(=O)(=O)CC3S2)cc1 (stereo not drawn)	-1	-2	9	6	0	0.1	8	7	0
CCNC(=S)NCc1ccc(Cl)cc1	18	0	8	6	-1	-1.2	24	-6	2
COc1ccc(CNC(=O)N2CCN(c3cccc(C)c3C)CC2)cc1OC	-15	-1	15	9	1	-0.3	-10	7	4
COc1ccc(C(=O)NC(C(=O)N2CCc3ccccc32)C(C)C)cc1 (stereo not drawn)	19	-1	9	30	-3	-0.5	17	12	-2
Cc1ccc(CNC(=O)CCC(=O)N2CC(C)Oc3ccc(Cl)cc32)cc1 (stereo not drawn)	-5	-1	20	13	-7	-0.6	27	9	6
Cc1ccc(NC(=O)CN2CCOCC2)cc1C	-12	-2	-6	15	2	1.7	-8	17	5

Next part; it opens with the 2 that closed the last part.
SMILES	TIM10 inh	XBP1 UPR activ	tim23-1 inh	Mdm2-MdmX inh	APJ ag	CHOP UPR activ	tim10-1 inh	APJ antag	CXCR6 block
Cc1ccc(CNC(=O)CCC(=O)N2CC(C)Oc3ccc(Cl)cc32)cc1 (stereo not drawn)	-5	-1	20	13	-7	-0.6	27	9	6
Cc1ccc(NC(=O)CN2CCOCC2)cc1C	-12	-2	-6	15	2	1.7	-8	17	5
Cc1ccccc1CS(=O)(=O)CCC(=O)NCc1ccc(F)cc1Cl	-9	1	5	17	1	-1.1	13	-1	-3
CCN1C(=O)N[C@@H](c2cccc(C(F)(F)F)c2)[C@@H](C(=O)OC)[C@H]1C	1	-1	-2	-11	5	0.6	-16	-58	0
COc1ccccc1/C=C/C=N/NC(=O)CC1C(=O)NN=C1C (stereo not drawn)	-43	0	-10	-7	-2	0.8	-95	2	-5
CC(C)N(Cc1nccn1C)C(=O)CC1C(=O)NCCN1Cc1ccc(F)c(F)c1 (stereo not drawn)	1	0	4	9	-1	-1.7	15	-60	4
CC(OC(=O)C1CCN(c2ccc(C(F)(F)F)cn2)CC1)C(=O)c1ccccc1 (stereo not drawn)	7	-1	16	7	-4	0.1	21	2	0
CN(C)CCCN=Cc1c(O)n(Cc2ccccc2)c(=O)c2ccccc12	-9	1	11	7	-2	-1.7	12	12	2
CCOC(=O)C1C(c2ccc(O)cc2)NC(=O)NC1(O)C(F)(F)F (stereo not drawn)	-5	-4	-12	13	1	-2.1	3	-4	-4
CCOc1c(Cl)cc(CNCc2ccncc2)cc1OC	-9	-1	3	18	-2	-1.3	4	-7	-10
COc1cccc(CN2CC(C(=O)NCCCc3ccncc3)CCC2=O)c1 (stereo not drawn)	-4	-3	12	10	-2	0.0	3	0	-1
Cn1cccc1C(=O)OCc1cc(Cl)cc2c1OCOC2	7	3	8	-97	0	5.2	8	-4	6
FC(F)(F)c1cnc(Nc2ccc(N3CCOCC3)cc2)c(Cl)c1	15	-3	19	26	3	-0.5	44*	-14	-18
CNC(=O)c1sccc1Oc1ccc(F)cc1[N+](=O)[O-]	1	-2	18	6	-1	-0.5	2	-3	0
C=CCC[C@@H](Cc1ccc(F)cc1)C(=O)OC[C@H](C)NC(=O)[C@H](CC=C)CC(=O)N(CCO)Cc1ccccc1	6	-1	25	11	1	1.4	13	13	3
CC(C)CCN(C(=O)Cc1ccccc1F)c1c(N)n(Cc2ccccc2)c(=O)[nH]c1=O	1	1	6	21	-2	-1.4	3	20	-2
O=C(Nc1ccc2c(c1)OCO2)c1ccccn1	4	-1	14	-57	-2	1.3	6	-7	2
COc1ccccc1C1=CC(=O)C[C@H](c2ccc(F)cc2)C1	-15	1	35	-1	-3	-0.3	15	-1	2
Cc1ccc(SCC(=O)NNC(=O)CNC(=O)c2ccc(Br)cc2)cc1	-8	-5	3	38	-2	-0.4	-16	2	-6
Cc1ccc(S(=O)(=O)NCCC(=O)Nc2ncccc2O)cc1C	-9	0	-3	14	-5	-0.6	-9	5	0
CCOc1ccccc1NS(=O)(=O)c1cn(C)c(=O)n(C)c1=O	-2	-3	0	-22	-5	1.7	6	-5	·
C/C(CC(=O)N1CCN(C=O)CC1)=N\NC(=O)c1ccc(Cl)cc1	1	0	15	4	-2	0.7	16	6	1
CC(NC(=O)COC(=O)c1ccccc1O)C1CC2CCC1C2 (stereo not drawn)	7	3	25	15	-4	3.5	10	6	-5
Cc1cc(NC(=O)c2ccc(F)cc2)no1	2	-3	4	-4	-3	3.3	-1	1	12
COc1ccc(OCCCN2CCCCCC2)cc1	-2	-3	20	1	4	-1.4	5	8	8
COc1cc(/C=C2/SC(=O)N(Cc3ccccc3Cl)C2=O)ccc1OCc1ccncc1	6	12	-19	51*	-3	-1.7	-6	-9	11
CCOc1ccc(S(=O)(=O)Nc2ccccc2C(=O)NCC2CCCO2)cc1 (stereo not drawn)	6	-4	14	0	2	-1.4	1	4	0

Going on with the list.
SMILES	TIM10 inh	XBP1 UPR activ	tim23-1 inh	Mdm2-MdmX inh	APJ ag	CHOP UPR activ	tim10-1 inh	APJ antag	CXCR6 block
COc1cc(OC)cc(OC(=O)c2ccc3c(=O)n4c(nc3c2)CCC4)c1	4	7	14	2	7	3.7	9	17	-6
CS(=O)(=O)c1ncc(Cl)c(C(=O)Nc2ccc(N3CCOCC3)cc2)n1	7	-8	-4	88*	0	-8.4	-4	22	25
O=C(Nc1ccc(Cl)c(Cl)c1)c1ccc(Cl)c(Cl)c1	15	3	7	12	5	5.4	-29	-9	-13
CCC(=O)c1ccc(OCC(O)Cn2nc(C)c(Br)c2C)cc1 (stereo not drawn)	6	-2	42	19	-2	17	38	14	-2
Cc1ccccc1C(=O)Nc1ccc(C(=O)NNC(=O)CCCOc2ccc(Cl)cc2Cl)cc1	-4	-4	10	26	-4	-0.3	14	10	12
CCCc1cc(=O)[nH]c(SCc2csc(-c3ccccc3)n2)n1	23	-1	30	23	0	4.5	19	2	-5
O=C(Cn1c(=O)oc2cc(S(=O)(=O)N3CCCCCC3)ccc21)NC1CCCCCCC1	-4	2	-4	18	-2	-1.8	-16	4	-1
CC1(C)C(=O)Nc2ccccc2N1C(=O)COC(=O)c1cccc(O)c1	-5	0	-1	-10	-3	-1.0	10	3	-11
CC(NC(=O)NC12CC3CC(CC(C3)C1)C2)C1CCCO1 (stereo not drawn)	-21	7	1	-9	-2	-1.2	16	11	4
Nc1nc(SCC(=O)NCC2CCCO2)[nH]c(=O)c1NC(=O)c1ccco1 (stereo not drawn)	-4	-2	-2	7	-1	-1.9	0	8	-5
CCCCC(=O)N/N=C(\C)CC(=O)Nc1cc(Cl)ccc1OC	13	0	22	-7	-2	1.1	22	14	1
CCOC(=O)c1cccc(N2C(=O)C3C(C(=O)NC4CC4)C4(C)C=CC3(O4)C2C(=O)NC(C)(C)C)c1 (stereo not drawn)	1	-2	5	-22	0	0.4	6	6	4
CC1CCCCC1NC(=O)c1ccc(S(=O)(=O)NNC(=O)c2ccncc2)cc1 (stereo not drawn)	-11	-2	3	-19	-1	3.1	10	-6	1
COc1cc(NC(=O)c2cccc(C)c2)c(Cl)cc1[N+](=O)[O-]	-3	-1	4	-2	2	0.2	18	-2	-2
O=S(=O)(NCCc1ccncc1)c1ccccc1	-13	0	6	-3	-2	2.0	11	-8	-6
Cc1ccc(C(=O)NNC(=S)Nc2cccc(Cl)c2Cl)cc1[N+](=O)[O-]	-3	-1	0	-15	-3	-0.8	34	-2	5
CCCCn1c(N)c(N(Cc2ccccc2OC)C(=O)C2=COCCO2)c(=O)[nH]c1=O	0	-1	10	4	9	0.0	5	-56	2

This is a subset (hit frequency here may not be typical).
